Assay outcomes as filed in PubChem.
IMP-1 inh = inhibitors of Pseudomonas aeruginosa IMP-1 metallo-beta-lactamase | purified IMP-1, nitrocefin hydrolysis, epi-absorbance fluorescence | inhibition, % at 5.6 µM | hit rate 0.45% among 290,000 | AID 1556;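 active means inhibition above the mean plus 3 SD of all compounds in the same screening run, cut at about 4.5% in these data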;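 further: 0% = IMP-1 with DMSO and 100% = DMSO wells lacking enzyme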
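assay system = purified recombinant IMP-1 metallo-beta-lactamase enzyme | schedule = 15 min preincubation plus 25 min reaction at 25 °C | signal = Epi-absorbance fluorescence, 480 nm excitation, 530 nm emission | read-out basis = percent inhibition from optical density relative to buffer-blank wells | controls = IMP-1 with DMSO as 0%, enzyme-free DMSO as 100%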
IDE cell activ = boosts human insulin-degrading enzyme activity in HEK cells; activation, % at 5.96 µM; hit rate 0.073% among 340,000; P14735; FAbeta-B cleavage, fluorescence polarization; 0% vehicle, 100% cell-free pure enzyme wells;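 active means activation above the mean of all tested compounds plus 3 SD, set per screening campaign, cut at about 17% in these data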
VIM-2 inhibitor = blocks Pseudomonas aeruginosa VIM-2 metallo-beta-lactamase. purified VIM-2, nitrocefin hydrolysis, epi-absorbance fluorescence. inhibition, % at 5.6 µM. hit rate 0.89% among 290,000;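 active means inhibition above the mean of all tested compounds plus 3 SD, cutoff set per screening run, cut at about 7.5% in these data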;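 further: red hydrolysis product quenches plate fluorescence so inhibitors raise well fluorescence; 0% = enzyme with DMSO and 100% = DMSO without enzyme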
NS3 helicase inh = blocks Hepatitis C virus NS3 helicase unwinding; inhibition, % at 10.9 µM; hit rate 0.56% among 290,000; AID 1800; NS3 helicase DNA unwinding, Cy5 molecular beacon fluorescence;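 active means inhibition above the mean of all tested compounds plus 3 SD, set per campaign, cut at about 35% in these data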;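 further: 0% = DMSO wells and 100% = thioflavine S control wells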
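Control set: DMSO versus 110 µM thioflavine S; Material: NS3 helicase fragment of HCV; Measured by: Cy5 fluorescence at 0 and 60 min, beacon hairpin quenching; Read-out basis: percent inhibition from t60/t0 fluorescence ratio; Times: reaction time 60 min, 25 °C; Repeats: single replicate; Compound dosing: single dose, 10.9 µM nominal final, DMSO 0.8% final.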
FID counter = displaces DNA intercalator in HCV helicase counter-screen; DNA fluorescent intercalator displacement, fluorescence; inhibition, % at 7.9 µM; hit rate 0.17% among 290,000; in the data active means inhibition above about 37%;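 further: 0% = vehicle and 100% = reference compound; higher means more ethidium bromide displaced from hairpin DNA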
PHOSPHO1 block = inhibitors of human PHOSPHO1 phosphatase | Q8TCT1 | recombinant PHOSPHO1, absorbance phosphatase assay | inhibition, % at 13.3 µM | hit rate 1.1% among 290,000 | AID 1565; in the data active means inhibition above about 60%
p-CIP stab down = compounds decreasing mouse p/CIP protein stability | Q05BA5 | F442A p/CIP-EGFP cells, EGFP fluorescence, 16 h | decrease of EGFP signal, % at 10 µM | hit rate 0.01% among 290,000;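 active means EGFP signal decrease of at least 30% at 10 µM or well 3 SD below plate mean, unless failing retest; inactive means the rest, including hits failing retest or dose response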; further: some compounds called inactive have numbers as strong as hits; many of its hits are not listed in these tables
SUMO HTRF inh = blocks human SUMOylation mediated by UBC9; P63279; HTRF SUMOylation assay, SAE1/SAE2 + UBC9, in vitro; inhibition, % at 35 µM; hit rate 0.36% among 290,000; in the data active means inhibition above about 50%, passing the limit was not always enough; inconclusive means no clear call, values can overlap the other calls; further: strong numbers were not always called active
Target sequence (P63279 whole entry, looked up): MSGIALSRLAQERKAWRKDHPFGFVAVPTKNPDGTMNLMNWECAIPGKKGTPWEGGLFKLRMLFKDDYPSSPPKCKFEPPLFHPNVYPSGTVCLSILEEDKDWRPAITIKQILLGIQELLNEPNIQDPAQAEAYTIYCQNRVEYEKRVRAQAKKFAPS
MEKK3 PB1 HTS = raises or lowers MEK5 binding to the human MEKK3 PB1 domain; Q99759; hit rate 1.4% among 290,000; binding response (% of control), % at 10 µM; AID 1529; bead-based flow cytometry, Alexa488-MEK5 binding to MEKK3; actives lie on both sides; 0 = blocked by unlabeled MEK5, 100 = vehicle;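 active means binding response more than 3 SD above or below the average of its plate-row segment, actives on both sides; inconclusive means wells at one plate position flagged as instrument error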;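 further: Alexa488 bead fluorescence after subtracting the streptavidin-only scavenger bead signal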
Target sequence (Q99759 whole entry, looked up, the tested form may be a part): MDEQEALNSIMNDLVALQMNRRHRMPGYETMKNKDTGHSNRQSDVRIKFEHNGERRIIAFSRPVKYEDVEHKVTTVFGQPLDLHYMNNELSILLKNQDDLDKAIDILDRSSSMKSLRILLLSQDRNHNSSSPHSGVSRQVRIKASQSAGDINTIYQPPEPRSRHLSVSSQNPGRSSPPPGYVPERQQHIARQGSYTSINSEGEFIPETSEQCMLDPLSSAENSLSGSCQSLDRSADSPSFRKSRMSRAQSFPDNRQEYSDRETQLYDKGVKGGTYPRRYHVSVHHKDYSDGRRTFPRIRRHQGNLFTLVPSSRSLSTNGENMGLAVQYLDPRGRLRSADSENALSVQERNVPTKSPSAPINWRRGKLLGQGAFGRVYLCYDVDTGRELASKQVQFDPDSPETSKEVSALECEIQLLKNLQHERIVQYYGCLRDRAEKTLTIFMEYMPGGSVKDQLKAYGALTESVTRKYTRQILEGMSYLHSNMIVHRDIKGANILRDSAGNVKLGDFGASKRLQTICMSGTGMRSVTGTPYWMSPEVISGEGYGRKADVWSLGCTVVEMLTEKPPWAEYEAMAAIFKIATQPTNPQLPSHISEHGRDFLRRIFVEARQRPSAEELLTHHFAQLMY
Active calls of the source: *; ? = inconclusive; . = no result given. These rows are one share of the data (hit frequency here may not be typical).

The line under a structure holds: IMP-1 inh, IDE cell activ, VIM-2 inhibitor, NS3 helicase inh, FID counter, PHOSPHO1 block, p-CIP stab down, SUMO HTRF inh, MEKK3 PB1 HTS
1	O=C1CC(c2ccc3c(c2)OCCO3)Oc2ccc([N+](=O)[O-])cc21 (stereo unspecified)
    -1.8, 0, -0.5, -6, -5, 37, -12, 11, 109
2	NS(=O)(=O)c1ccc(CCNC(=O)c2ccc(CS(=O)(=O)c3ccc(Br)cc3)o2)cc1
    -2.6, 2, -1.5, 2, -19, 41, -5, ., 104
3	COc1ccc2[nH]c3c(NCCCN4CCCC4=O)ncnc3c2c1
    0.8, -13, -1.8, 5, -6, 15, 0, 4, 92
4	CCC(C)(C)NC(=O)C(c1ccccn1)N(C(=O)c1csnn1)c1ccc(C)cc1 (stereo unspecified)
    -3.1, 0, -3.1, 13, -26, 32, -13, -17, 100
5	O=C(NCCc1cn[nH]c1)C1CCC(=O)N(CCc2cccc(F)c2)C1 (stereo unspecified)
    -0.5, 2, -0.8, 0, -18, 36, 6, 1, 100
6	CC(=O)Nc1ccc(NC(=O)Nc2ccccc2)cc1
    -2.6, 4, -4.9, -1, -3, 36, 0, 12, 106
7	C/C(N)=C(/C#N)C(=O)COC(=O)C1=NN(c2ccccc2)C(=O)CC1
    -3.6, 2, -2.5, 1, -3, 34, 1, 1, 112
8	COc1ccc(N2C(=O)/C(=C/N(C)C)NC2=S)cc1
    -2.8, 2, -1.8, -4, -2, -37, 11, -33, 102
9	CCOC(=O)N1CCN(C(=O)Cn2ncc3c2-c2ccccc2OC3)CC1
    -5.1, 2, -4.1, 0, -14, 17, -16, 13, 104
10	Cc1cc(SCn2nnc3ccccc3c2=O)nc2ccccc12
    -1.8, 1, -2.5, -6, 6, -20, -20, -6, 105
11	Cc1nn(-c2ccccc2)c(Cl)c1C1C(C#N)=C(N)Oc2c1c(C)nn2-c1ccccc1 (stereo unspecified)
    -2.6, 3, 1.1, -18, -17, 13, 4, 27, 103
12	O=C(O)Cc1c(C(=O)O)nnn1-c1cccc(C(F)(F)F)c1
    -1.6, 5, -1.8, 1, 5, 10, -19, 5, 99
13	CCC(=O)Oc1ccc(C(=O)Nc2cccc(NC(=O)c3ccco3)c2)cc1
    -3.5, 0, -3.9, 10, -27, 28, -6, 15, 104
14	CC(c1ccccc1)c1nnc(NC(=O)c2ccc3c(c2)OCO3)s1 (stereo unspecified)
    -1.8, -5, 0.0, -9, -3, 28, 0, 9, 84
15	O=C(Nc1cccc2nsnc12)c1ccc(-c2ccc(Br)cc2)o1
    -1.0, 0, 2.5, 18, 0, 16, -8, 73*, .
16	Cc1[nH]c(=S)c(C#N)c2c1CCCC2
    -3.1, -3, -0.5, 5, -2, -1, 1, 5, 101
17	Cc1ccc(CNCC(O)c2ccccc2)s1 (stereo unspecified)
    -0.3, 0, 2.5, -2, 12, ., -2, 2, 95
18	CC(C)CC(=O)N1CCN(Cc2ccc(C(F)(F)F)cc2)CC1
    0.3, -2, 0.8, -8, -16, 9, -7, 10, 105
19	N=c1c2c(ncn1CCN1CCOCC1)Oc1cc(O)ccc1C2c1ccccc1 (stereo unspecified)
    -1.8, -5, -1.6, -13, -10, 4, 8, -24, 109
20	CCS(=O)(=O)c1ccc2oc(=O)c(/C=C(\O)c3ccc(Cl)cc3)nc2c1
    -0.6, -2, -0.3, 17, 2, 4, 2, 11, 116
21	CN(CCC#N)C(=O)CC(Cc1ccccc1)C1CCOC(C)(C)C1 (stereo unspecified)
    0.3, 2, 2.3, 11, -24, 24, 3, 1, ?
22	O=C1C=C(NNC(=O)c2ccccc2Br)CCC1
    -0.3, -3, 1.2, 2, -3, -5, -10, 10, 97
23	CCCCN(CCCC)CCNC(=O)c1cn(C)c2ccc(S(=O)(=O)N(C)C3CCCCC3)cc2c1=O
    -1.7, 0, -0.1, -67, 29, 40, 10, -1, 98
24	O=[N+]([O-])c1ccc(-c2ccc(/C=N/Nc3nc(N4CCCCC4)nc(N4CCCCC4)n3)o2)cc1
    -2.1, ., -4.8, 8, 3, -28, -172, 6, 98
25	C/C(NC(=O)c1ccccc1F)=C1\C(=O)C[C@@H]2[C@H]1C2(C)C
    2.8, -3, -1.6, 0, -16, 0, -11, 4, 101
26	N#CCCN(Cc1cccs1)C(=O)Nc1ccccc1
    -1.7, 0, -1.1, -10, -11, 17, -4, 9, 99
27	CO/N=C/c1ccc(N2CCOCC2)c([N+](=O)[O-])c1
    -1.9, 4, -1.5, 13, 0, -12, 4, 6, 103
28	O=C(Nc1ccccc1)ON=C1c2ccccc2-c2ccccc21
    2.2, -6, 0.4, -4, 1, 34, -19, -4, 102
29	COc1ccc(C2=NN(C(=O)CN3CCCC3)C(c3ccc(OC)cc3)C2)cc1 (stereo unspecified)
    -1.8, ., -1.7, -11, 2, 36, -2, 3, 90
30	O=C(NC(=S)Nc1ccc(Oc2ccc(Cl)cc2)cc1)c1ccccc1
    1.7, 4, 0.8, 6, -3, 56, -6, 7, 92
31	CN(Cc1ccco1)S(=O)(=O)c1cc(F)ccc1CN1C(=O)c2cccnc2C1=O
    -1.9, 0, -0.1, 3, -21, -6, 0, -2, 98
32	CN(Cc1ccc(C(F)(F)F)cc1)C(=O)c1ccc(Oc2ccccc2)cc1
    -4.5, -6, -4.8, -9, -29, 28, -8, -4, 102
33	CCn1c(NCc2c[nH]c3ccccc23)nc2ccccc21
    -3.9, 7, -3.5, -5, 7, ., ., ., 105
34	COc1ccc(-c2nc(CCNC(=O)c3ccc(Br)o3)cs2)cc1
    -2.7, -1, 1.4, -2, -26, -26, -16, -1, 112
35	CC(=O)N=c1c(C#N)cc2c(=O)n3cccc(C)c3nc2n1CCCOC(C)C
    0.2, ., 0.3, 11, -7, 15, -8, 24, 67
36	CC(=O)c1cccc(NC(=O)c2ccc(OC3CSC3)cc2)c1
    -1.9, 6, -2.5, -6, -7, -5, 0, -6, 98
37	CN(C)c1ccc(C(c2ccc(N(C)C)cc2)c2ccc([N+](=O)[O-])cc2)cc1
    -0.9, 9, -1.6, -4, 5, 24, 3, 6, 107
38	O=Cc1c(N2CCC3(CC2)OCCO3)nc2ccccn2c1=O
    -1.6, 2, -1.1, 8, -1, 28, 4, 12, 94
39	COc1cc(/C=N/NC(=O)c2ccccc2)ccc1O
    -2.6, 4, -2.2, -8, -5, 5, -1, 2, 108
40	N#C/C(=C\c1cccnc1)c1nc2ccccc2[nH]1
    -3.9, ., -2.8, 13, -10, 32, -8, 14, 101
41	CCN(CC)CCn1c(=S)[nH]c2cc(Cl)ccc2c1=O
    -5.3, 6, 2.2, -4, 3, 94*, -4, 12, 103
42	Cc1ccc(Oc2ccccc2/C=C/C(=O)O)cc1
    -1.3, 1, 2.5, 9, -13, -4, 5, -8, 113
43	Cc1ccc(-c2nc(C3CCN(S(=O)(=O)c4ccc(C(C)(C)C)cc4)CC3)no2)cc1
    -3.8, 5, -1.4, 0, -4, 3, 1, 11, 107
44	CCOC(=O)CSc1nc2cc(C(=O)N3CCC(C(N)=O)CC3)ccc2c(=O)n1C1CCCCC1
    -3.0, 0, -4.2, 2, -14, -19, -8, 8, 99
45	O=C(O)/C=C\C(=O)Nc1cc(O)ccc1[N+](=O)[O-]
    -5.0, 4, -2.7, 4, -3, 32, -10, 11, 108
46	CCNC(=S)N1CCC(c2nc3ccccc3s2)CC1
    -3.3, 3, -1.1, 0, -18, -32, -4, -20, 103
47	CC(=O)c1ccc(N(C(=O)CNC(=O)c2ccco2)C(C(=O)NC2CCCC2)c2ccncc2)cc1 (stereo unspecified)
    -1.0, 2, -1.9, 2, -10, 35, -1, 5, 101
48	Cc1ccc(NC(=O)COc2ccc(-n3ccnc3)cc2)cc1Cl
    -3.5, -6, 0.4, -48, -10, 24, 3, 10, 114
49	COc1ccc(CC2NCCC3(O)CCCCC23)cc1 (stereo unspecified)
    -3.9, -4, -4.2, -4, 1, -26, 1, 13, 102
50	O=c1[nH]c(-[n+]2ccccc2)c(/C=N/NC([S-])=Nc2ccccc2)s1
    -0.3, 9, 2.0, -9, 0, 21, -21, 2, 108

(next part)
The line under a structure holds: IMP-1 inh, IDE cell activ, VIM-2 inhibitor, NS3 helicase inh, FID counter, PHOSPHO1 block, p-CIP stab down, SUMO HTRF inh, MEKK3 PB1 HTS
51	CCOc1ccc(N=C(C)C2=C(O)c3ccccc3C2=O)cc1
    -2.5, -11, -1.3, -3, -5, 32, -5, 18, 90
52	COc1ccccc1N=NC1C(=O)N(C(N)=S)N=C1C (stereo unspecified)
    -6.0, 0, 4.8, -9, -3, 20, -7, -8, 92
53	O=C(Nc1nc(-c2cc(Cl)sc2Cl)cs1)c1ccc(Br)s1
    -4.7, 8, -2.0, -4, -1, 9, -2, 35, 98
54	OC(COCCC12CC3CC(CC(C3)C1)C2)CN1CCCC1 (stereo unspecified)
    -4.0, 5, -4.7, -14, 21, 12, 0, -10, 99
